# Compound activity (PubChem)
# Eya2 phos inh = blocks the phosphatase activity of human Eya2; O00167; recombinant Eya2, OMFP fluorescence dephosphorylation (OMFP is methylfluorescein phosphate); Potency, µM (titrated, usually from 76.9 µM), inactives show at the highest dose activity, negative = inhibition, usual class: inhibitors; actives 0.006% (n = 330,000); also: potency is read from the fitted curve at half-maximal effect
#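 Eya2 (0.2 uM) preincubated 10 min at ambient with compound, then OMFP substrate added at 50 uM; 10 min reaction in 50 mM HEPES pH 7.5, 50 mM NaCl, 5 uM MgCl2, 0.05% BSA, 1 mM DTT. Fluorescence read at Ex 485/Em 525 nm.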
# KCNH2 WT inh = inhibitors of human wildtype KCNH2 potassium channel; Q12809; U2OS, BacMam KCNH2, thallium flux FluxOr; active compounds read low; activity change, % at 1.84 µM; actives 0.37% (n = 340,000);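 active = maximum activity change below -70%; inconclusive = maximum activity change between -70% and -50%; inactive = maximum activity change above -50%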
#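 U2OS cells transduced with wild-type KCNH2 virus are loaded with FluxOr dye for 45 min, and thallium flux is measured in kinetic reads before and after stimulation buffer. Rate constants are normalized to DMSO controls.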
# KCNH2 3.1 block = KCNH2 3.1 (human) potassium channel inhibition; activity change, % (tested at about 1.8 µM); U2OS KCNH2 3.1, thallium flux FluxOr; active compounds read low; AID 720553; actives 0.95% (n = 340,000);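 active = maximum activity change below -70%; inconclusive = maximum activity change from -70% to -50%; inactive = maximum activity change above -50%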;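 also: thallium influx rate constant from kinetic fluorescence after stimulation buffer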
#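 FluxOr-based Tl+ influx in U2OS cells transduced with KCNH2 3.1 virus; rate constants normalized to DMSO controls.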
# PKM2 activator = PKM2 (human) enzyme activation; P14618; purified PKM2, Kinase-Glo ATP luminescence, activation; response scale: 0% is enzyme alone, no compound; Potency, µM (titrated, usually from 57.5 µM), without a hit: top-dose activation, most hits filed as activators; actives 0.34% (n = 260,000); AID 1631; also: potency is read from the fitted curve at half-maximal effect; nearly all actives have a fitted effect of over 55% in size
#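 Purified hPK-M2 (>95% pure) converted ADP (0.1 mM final) to ATP with 0.5 mM PEP in 50 mM imidazole pH7.2, KCl, MgCl2, Tween 20, BSA; 1 h at room temperature. ATP detected by Kinase-Glo luminescence.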
# B2AR arrestin = beta2AR (human) beta-arrestin recruitment activity; P07550; beta-arrestin recruitment to beta2AR, cell-based reporter; Potency, µM (series often up to 46.1 µM), for inactives: at the top dose activation, usual class: activators; actives 0.02% (n = 330,000); AID 492947;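 also: potency is read from the fitted curve at half-maximal effect; 0% = DMSO controls and full agonism = EC100 isoproterenol or metaproterenol; nearly all actives have a fitted effect of over 65% in size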
# Chronic BCR inh = chronic active BCR signaling inhibition. ABC-DLBCL IkBa-CBG/CBR reporter, luminescence ratio, 4 h. Potency, µM (top dose mostly 46.1 µM), for the others: top-dose ratio change, negative = lower green/red ratio, hits mostly inhibitors. actives 0.05% (n = 340,000). AID 493014; active = well fitted inhibition curve with a large enough effect in the signal ratio, with a control signal flat, not every such curve was filed as active; inconclusive = small, poorly fitted or top-dose-only effect, or effect the other way, or a change in a side signal; the % refers to the signal ratio;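 also: potency is read from the fitted curve at half-maximal effect; plate controls were basal doxycycline-induced cells for no effect and cells given 10 µM MG132 for full effect; MG132 reads +100%, hits lower the ratio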
#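 TMD8 ABC-DLBCL cells carrying doxycycline-inducible green luciferase fused to IkappaBalpha plus unfused red luciferase were exposed to compounds (up to 46 uM) for 4 hrs at 37C. Activity came from the overlap-corrected green/red luminescence ratio.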
# USP2a block = blocks human ubiquitin-specific protease USP2a. Potency, µM (titrated, usually from 38.3 µM), for the others: at the highest dose activity change, negative = inhibition, most hits filed as inhibitors. USP2 core, Ub-CHOP2 coupled fluorogenic reporter, 485/531. actives 0.01% (n = 330,000). O75604. AID 463254;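 also: potency is read from the fitted curve at half-maximal effect; plate controls were DMSO wells for no effect and full inhibition by NEM control for full effect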
# Target sequence (O75604 whole entry, looked up): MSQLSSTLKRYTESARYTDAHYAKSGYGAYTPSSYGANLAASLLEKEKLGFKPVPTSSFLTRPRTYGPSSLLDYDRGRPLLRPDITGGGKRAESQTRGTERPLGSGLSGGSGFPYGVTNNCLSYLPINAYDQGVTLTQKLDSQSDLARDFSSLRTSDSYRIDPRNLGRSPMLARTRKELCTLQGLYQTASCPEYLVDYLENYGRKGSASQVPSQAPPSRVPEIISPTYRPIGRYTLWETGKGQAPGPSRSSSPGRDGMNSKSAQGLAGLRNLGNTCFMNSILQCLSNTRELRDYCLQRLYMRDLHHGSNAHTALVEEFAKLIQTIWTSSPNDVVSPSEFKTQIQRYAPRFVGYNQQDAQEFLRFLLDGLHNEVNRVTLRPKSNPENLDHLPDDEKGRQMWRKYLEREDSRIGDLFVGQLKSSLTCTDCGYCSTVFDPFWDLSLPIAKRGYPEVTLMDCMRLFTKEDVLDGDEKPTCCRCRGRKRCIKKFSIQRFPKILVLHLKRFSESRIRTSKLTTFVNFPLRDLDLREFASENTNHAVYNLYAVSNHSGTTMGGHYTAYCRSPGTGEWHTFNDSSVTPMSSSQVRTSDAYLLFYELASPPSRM
#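 USP2 core (10nM final) preincubated 30min RT with compound in 20mM Tris-HCl pH 8.0, 2mM CaCl2, 2mM beta-mercaptoethanol, 0.05% CHAPS; 25nM Ub-CHOP2 plus 25nM reporter substrate added, fluorescence (Ex485/Em531) read after 60min.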
# Coupling enz = coupling enzyme interference in Giardia aldolase counter-screen | coupling enzyme system counterscreen, AmpLite Red fluorescence | actives 0.67% (n = 290,000) | activity change, negative = inhibition, % at 58.2 µM, hits read low; in the data active = activity change below about -30%
#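 Final compound at 57.5 uM, incubated 10 min at RT with coupling enzyme reagent (glyceraldehyde-3-phosphate), then 20 min with substrate and AmpLite Red detection. Fluorescence read at 525/598 nm; tests interference with the coupling assay, not aldolase inhibition.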
# uPA generation = inhibitors of cell surface uPA generation. AID 540303. Potency, µM (series often up to 38.3 µM), for inactives: top-dose activity change, negative = inhibition, actives largely listed as inhibitors. actives 0.31% (n = 330,000). cell surface uPA generation assay, qHTS; active = well fitted inhibition curve with a large enough effect; inconclusive = small, poorly fitted or top-dose-only effect; inactive = no such curve, though single readings can be large or run the other way; tested in mouse RAW 264.7 cells; also: potency is read from the fitted curve at half-maximal effect; nearly all actives have a fitted effect of over 55% in size
# GALK inh = blocks human galactokinase activity. P51570. Purified GALK, Kinase-Glo residual ATP luminescence. Potency, µM (doses to about 57.5 µM), for inactives: at the top dose activity change, negative = inhibition, hits mostly inhibitors. actives 0.007% (n = 270,000); also: potency is read from the fitted curve at half-maximal effect
# Target sequence (P51570 whole entry, looked up): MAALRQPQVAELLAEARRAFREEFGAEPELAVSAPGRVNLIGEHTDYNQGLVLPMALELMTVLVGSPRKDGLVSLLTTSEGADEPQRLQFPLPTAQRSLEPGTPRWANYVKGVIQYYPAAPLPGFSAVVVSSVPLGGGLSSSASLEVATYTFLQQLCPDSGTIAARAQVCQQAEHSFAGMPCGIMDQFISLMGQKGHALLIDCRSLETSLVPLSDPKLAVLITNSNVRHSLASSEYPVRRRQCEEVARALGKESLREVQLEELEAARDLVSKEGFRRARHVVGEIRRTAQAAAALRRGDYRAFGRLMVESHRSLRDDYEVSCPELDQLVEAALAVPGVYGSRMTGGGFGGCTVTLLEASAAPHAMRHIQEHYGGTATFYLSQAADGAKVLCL
#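 Luminescence from leftover ATP (Ultra-Glo luciferase/luciferin) served as read-out after a 1 h room-temperature reaction of 5 nM GALK with 35 uM ATP and 100 uM galactose.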
# Giardia killer = kills Giardia lamblia | Giardia lamblia trophozoite viability | activity change, % at 7.66 µM, hits read low | actives 0.15% (n = 340,000); in the data active = activity change below about -80%; inconclusive = between about -30% and that limit;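 also: parasites exposed to compound for two days anaerobically before the ATP read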
#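 ATP-content bioluminescence gauges trophozoite survival. Cells (100/well) receive compound and incubate anaerobically for 48 hrs at 37 deg C; detection reagent follows for 15-30 min at room temperature.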
# Starred values were filed as active, the others as inactive; ? = inconclusive; / = not tested or not shown; [ ] = dose if it differs, or a comment. Unless noted, calls follow the shape of the dose curve; as a rule, active = well fitted curve in the direction sought with a large enough effect; inconclusive = small, poorly fitted or top-dose-only effect, or another doubt; inactive = no such curve, though single readings can be large; an effect the other way counts as inactive or inconclusive. Unless noted, % is scaled to controls: 0 for no effect and ±100 for the full control effect. Not a hit list (roughly 2.4% active in at least one column).
SMILES,Eya2 phos inh,KCNH2 WT inh,KCNH2 3.1 block,PKM2 activator,B2AR arrestin,Chronic BCR inh,USP2a block,Coupling enz,uPA generation,GALK inh,Giardia killer
CC1(C)Cc2c(C#N)c(N3CCCC3)nc(-c3ccco3)c2CO1,-10%,/,/,4%,0.3%,?,1%,-1,/,1%,/
CCN(c1ccccc1)S(=O)(=O)c1ccc(C(=O)Nc2nnc(CSC)o2)cc1,3%,-17,14,7%,-0.4%,0%,3%,8,?,1%,10
CCc1nnc(NC(=O)CSc2n[nH]c(-c3ccccc3O)n2)s1,-6%,11,16,8%,-0.6%,-2%,1%,0,3%,1%,-11
CCN(CC)S(=O)(=O)c1ccc(OC)nc1,-17%,-1,2,1%,-1.0%,4%,2%,-2,/,-1%,6
Cc1nc2scc(C)n2c(=O)c1S(=O)(=O)Nc1ccc(N2CCOCC2)cc1,-2%,-2,-1,-1%[0.46 µM],-0.2%,-7%,2%,5,-1%,5%,-7
COc1coc(/C=C/C(=O)O)cc1=O,-2%,0,7,-4%,8.2%,3%,6%,2,-4%,/,-1
CCNS(=O)(=O)c1ccc(CCC(=O)N2CCN(c3ccccc3)CC2)cc1,-4%,6,8,4%,0.0%,0%,0%,4,7%,-5%,0
CCNC(=O)CC1C(=O)N(c2ccccc2)C(=O)N1CCc1ccc(OC)c(OC)c1 (stereo not given),12%,0,13,8%,0.1%,0%,0%,0,4%,0%,4
COc1ccc(-n2ncc3c2CC(C)(C)CC3NC(=O)c2cnc(C)cn2)cc1 (stereo not given),2%,10,6,/,0.2%,0%,1%,2,-11%,-1%,22
Cc1cc2c(c(C)c1CCO)C(=O)[C@H](C)C2,5%,10,-1,/,-0.8%,?,4%,/,3%,/,25
CC(C)C(NC(=O)C12CC3CC(CC(C3)C1)C2)C(=O)N/N=C/C1=C(N2CCOCC2)C(=C\c2ccc([N+](=O)[O-])cc2)/CC1 (stereo not given),6%,8,-6,-1%,-0.3%,6%,1%,1,2%,1%,8
O=C(NCCOc1ccc(Cl)cc1)c1cccc(S(=O)(=O)N2CCCC2)c1,0%,-7,-7,/,0.1%,-4%,5%,/,8%,/,0
COc1ccc(OC)c(C2NC(=O)NC(C)=C2C(=O)Nc2ccc(C)cc2C)c1 (stereo not given),-5%,-14,-8,-9%,-0.3%,0%,0%,-5,-1%,2%,-7
O=C(c1ccc2ncsc2c1)N1CCN(c2ccc(O)cc2)CC1,23%,15,0,8%,-0.4%,2%,4%,1,-14%,-1%,9
CNC(=O)C(=O)NCCc1ccc(Cl)cc1,-18%,-12,/,1%,0.2%,9%,1%,0,-1%,-2%,-17
c1nc(N2CCCCC2)c2[nH]cnc2n1,2%,-26,22,1%,0.8%,-5%,0%,0,?,-2%,9
COc1ccc(NC(=S)N(CCCN2CCC(C)CC2)Cc2cccs2)cc1,-14%,14,-10,-4%,3.3%,-17%,5%,0,-3%,0%,4
Cc1cccc(NC(=O)CSc2nnc([C@H](C)NC(=O)OC(C)(C)C)o2)c1C,5%,-1,-6,0%,-0.6%,-8%,2%,-2,-2%,0%,-8
CN(c1ccccc1)S(=O)(=O)c1cccc(C(=O)OCC(=O)Nc2ccc(C(N)=O)cc2)c1,-24%,-1,-9,/,-0.6%,?,2%,/,1%,/,?
CS(=O)(=O)N1CCN(c2ccc(NC(=O)c3ccc([N+](=O)[O-])o3)cc2)CC1,?,/,3,-3%,0.3%,-16%,-2%,2,?,-4%,-81*

# 3 compounds already listed, sorted by the number in Chronic BCR inh, highest first.
SMILES	Chronic BCR inh
CCNS(=O)(=O)c1ccc(CCC(=O)N2CCN(c3ccccc3)CC2)cc1	0%
Cc1cccc(NC(=O)CSc2nnc([C@H](C)NC(=O)OC(C)(C)C)o2)c1C	-8%
COc1ccc(NC(=S)N(CCCN2CCC(C)CC2)Cc2cccs2)cc1	-17%

# Back to the main list, starting 5 compounds before the break.
SMILES,Eya2 phos inh,KCNH2 WT inh,KCNH2 3.1 block,PKM2 activator,B2AR arrestin,Chronic BCR inh,USP2a block,Coupling enz,uPA generation,GALK inh,Giardia killer
c1nc(N2CCCCC2)c2[nH]cnc2n1,2%,-26,22,1%,0.8%,-5%,0%,0,?,-2%,9
COc1ccc(NC(=S)N(CCCN2CCC(C)CC2)Cc2cccs2)cc1,-14%,14,-10,-4%,3.3%,-17%,5%,0,-3%,0%,4
Cc1cccc(NC(=O)CSc2nnc([C@H](C)NC(=O)OC(C)(C)C)o2)c1C,5%,-1,-6,0%,-0.6%,-8%,2%,-2,-2%,0%,-8
CN(c1ccccc1)S(=O)(=O)c1cccc(C(=O)OCC(=O)Nc2ccc(C(N)=O)cc2)c1,-24%,-1,-9,/,-0.6%,?,2%,/,1%,/,?
CS(=O)(=O)N1CCN(c2ccc(NC(=O)c3ccc([N+](=O)[O-])o3)cc2)CC1,?,/,3,-3%,0.3%,-16%,-2%,2,?,-4%,-81*
Cc1ccc(S(=O)(=O)NN2C(=O)c3ccccc3NC2c2ccco2)cc1 (stereo not given),22%,-1,2,6%,-0.1%,10%,5%,0,5%,-2%,-14
COc1ccc(CNC(=O)CN(Cc2ccccc2)C(=O)CCC(=O)Nc2nccs2)cc1,8%,-5,8,-2%,0.2%,8%,4%,1,-1%,-2%,-13
O=C(c1ccccc1)N1N=C(c2ccccc2)CC1c1ccccc1 (stereo not given),-6%,1,-8,/,0.4%,?,-7%,2,-6%,5%,5
Cc1c(Cl)ccc2c1NC(=O)C21NC(CCC(N)=O)[C@H]2C(=O)N(c3ccc(Cl)cc3)C(=O)[C@H]21 (stereo not given in full),17%,-6,-7,0%,-0.7%,?,1%,-4,0%,1%,8
CC(C)CC(NC(=O)OC(C)(C)C)c1cn([C@@H](CCC(=O)OC(C)(C)C)C(=O)N2CCN(C(=O)OC(C)(C)C)CC2)nn1 (stereo not given in full),13%,30,3,2%,0.1%,-15%,0%,-7,8%,-2%,-5
O=C(c1cn(-c2ccccc2)nc1-c1ccncc1)N1CCCCC1,3%,-10,-1,-8%,-0.1%,-9%,1%,2,7%,0%,9
Cc1oc(-c2cccc3ccccc23)nc1CN1CCN(c2ncnc3ccccc23)CC1,-8%,15,-12,-1%,-0.3%,?,-10%,1,4%,-1%,24
Cc1ccccc1-n1c(SCC(=O)N2CCN(c3ccccn3)CC2)nnc1N1CCOCC1,0%,4,1,/,0.3%,-2%,3%,/,2%,/,-8
O=C(Nc1nccs1)c1ccc(S(=O)(=O)N2CCCCC2)cc1,-13%,1,16,-5%,0.0%,7%,1%,3,9%,2%,-9
Cc1ccc(CNC(=O)c2cc3c(s2)CN(Cc2ccccc2)C3)cc1,0%,13,-22,2%,-0.2%,0%,3%,-1,-1%,0%,-4
O=C(NC(=S)N1CCCc2ccccc21)c1ccco1,0%,-1,-4,1%,0.2%,?,1%,0,0%,-1%,-18
Cc1cccc(NC(=O)CSc2nnnn2C2CCCC2)c1,10%,-6,2,/,-0.8%,-12%,1%,-4,4%,1%,-3
CC(C)OCCCn1c(SC(C)C(=O)NC2CC2)nc2ccccc2c1=O (stereo not given),2%,-11,-1,/,0.0%,0%,-1%,/,-2%,/,-5
CCOC(=O)C1=CN(Cc2ccco2)S(=O)(=O)N(C)C1c1ccc(F)c(Cl)c1 (stereo not given),4%,3,-6,/,-0.4%,-6%,3%,/,-11%,/,8
Cc1nonc1C1CCCN1Cc1cn[nH]c1-c1ccc2c(c1)OCO2 (stereo not given),1%,-14,-7,-3%,-0.6%,5%,-1%,-2,4%,2%,-24
C/C(=N\NC(=O)c1ccc(O)cc1)c1ccc(NC(=O)Cc2ccccc2)cc1,3%,9,-10,2%,0.2%,?,3%,/,-13%,-6%,-3
COc1ccc(OCCSc2nnc3sc4ccccc4n23)cc1,-3%,-1,13,-4%,-0.7%,-7%,-2%,-2,-13%,6%,-13
